Screening data as filed in PubChem.
NADH enzymes – inhibitors of PK/LDH coupling enzymes, profiling panel, artefact control, biochemical, MLSMR library; coupled PK/LDH NADH assays, four targets; IC50, µM (doses to about 10 µM), for the others: at the top dose inhibition; 0.02% of 65,000 active; AID 774, 2007;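 active means single-dose screening hits from any of four coupled enzyme assays that gave an IC50 when retested across doses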;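 further: the DPM-DC format reads NADH fluorescence rather than 340 nm absorbance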
Ecoli tolC – growth inhibitors of E. coli tolC mutant, primary screen, strain BW25113 ΔtolC::kan, 384-well. growth inhibition, % at 10 µM (by protocol). OD615. 2.2% of 65,000 active;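 active means growth inhibition at or above a cutoff equal to the mean over every tested compound plus 3 SD, cut at about 60% in these data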;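 further: growth measured after 20 h incubation at 37 °C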
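Test system: E. coli BW25113 ΔtolC::kan bacteria; incubation: 37 °C, 20 h exposure; medium: LB broth supplemented with 50 µg/mL kanamycin; read-out basis: percent growth inhibition; signal: A615 absorbance measurement; compound: 10 µM final, single dose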
ROCK2 blocker – inhibitors of human ROCK2 kinase, primary screen, biochemical, high-throughput, luminescence. Rho-associated protein kinase 2 (Homo sapiens), O75116. purified ROCK2, Kinase-Glo ATP depletion luminescence. inhibition, % at 6 µM. 0.35% of 60,000 active;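 active means inhibition above the screen-wide mean inhibition plus 3 SD, cut at about 18% in these data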;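 further: plate controls were DMSO wells for no effect and Y-27632 control wells after no-enzyme background subtraction for full effect; many of its hits are not listed in these tables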
HEK293 NFkB inh – inhibitors of PMA/ionomycin-induced NF-kB reporter, primary screen, antigen receptor NF-kB inhibitor project, cell-based, HEK-293 luciferase reporter, luminescence; HEK-293 NF-kB luciferase reporter; inhibition, % at 3 µM; 0.21% of 62,000 active; AID 465, 2006;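 active means inhibition above the mean of all tested compounds plus 3 SD, cut at about 40% in these data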;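 further: 0% = stimulated DMSO wells and 100% = 10 µM reference inhibitor 5653914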
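Reagent: PMA plus ionomycin mix as NF-kB-activating stimulus. Assay system: NF-kB luciferase reporter HEK-293 cells. Technique: luminescence from luciferase substrate reagent. Incubation: 1 h compound pre-incubation, 16 h PMA/ionomycin at 37 °C. Benchmarks: DMSO only as uninhibited control, 10 µM reference inhibitor as full inhibition. Repeats: tested once.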
JNK3 blocker – JNK3 kinase activity inhibitors, primary screen, biochemical, human, purified enzyme; Mitogen-activated protein kinase 10 (Homo sapiens), P53779; HTS; AID 746, 2007; inhibition, % at 8 µM; 0.61% of 60,000 active; in the data active means inhibition above about 17%;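 further: 0% = DMSO and 100% = reference inhibitor; many of its hits are not listed in these tables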
Target sequence (P53779 whole entry, looked up): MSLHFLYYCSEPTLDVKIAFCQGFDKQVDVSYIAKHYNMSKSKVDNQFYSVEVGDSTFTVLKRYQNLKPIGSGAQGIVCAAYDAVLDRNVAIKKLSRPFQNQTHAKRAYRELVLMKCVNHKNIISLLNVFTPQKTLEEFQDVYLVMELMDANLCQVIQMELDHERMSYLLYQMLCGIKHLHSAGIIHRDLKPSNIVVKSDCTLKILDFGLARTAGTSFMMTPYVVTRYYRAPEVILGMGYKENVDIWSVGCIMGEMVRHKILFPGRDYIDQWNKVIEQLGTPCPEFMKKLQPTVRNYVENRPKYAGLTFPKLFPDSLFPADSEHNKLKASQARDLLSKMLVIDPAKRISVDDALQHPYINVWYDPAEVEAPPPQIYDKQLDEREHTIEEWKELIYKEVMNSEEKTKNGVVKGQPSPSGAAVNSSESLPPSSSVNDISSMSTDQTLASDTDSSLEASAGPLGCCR
Abs 340nm – compound light absorbance at 340 nm, profiling panel, artefact control, biochemical, MLSMR library, data from PS, PMK, MK assays | compound absorbance at 340 nm, fold over control | fold change at 10 µM | AID 708, 2007 | 65,000 tested, under 10 active;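 active means at 10 µM dose, initial 340 nm absorbance at least 2 fold that of control wells; inactive means change under 2 fold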;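 further: initial absorbance extrapolated from kinetic A340 decline of NADH oxidation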
PKA inh – inhibitors of human PKA kinase activity, primary screen, biochemical, ATP-depletion luminescence, Kemptide substrate | cAMP-dependent protein kinase catalytic subunit alpha (Homo sapiens), P17612 | PKA Kemptide phosphorylation, Kinase-Glo ATP luminescence | inhibition, % at 6 µM | 0.1% of 65,000 active;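 active means inhibition above the screen-wide mean inhibition plus 3 SD, cut at about 21% in these data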; further: many of its hits are not listed in these tables
MMP-13 inhibitor – human MMP13 inhibitors, primary screen, biochemical, FRET peptide cleavage. MMP-13 fTHP FRET cleavage, Mca fluorescence. inhibition, % at 4 µM. 0.07% of 65,000 active. AID 570, 2006;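 active means inhibition above the mean of compound-free control plate wells plus 3 SD, cut at about 14% in these data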;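 further: 0% = DMSO wells and 100% = wells with reference MMP-13 inhibitor after basal subtraction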
Fluor 339 460 – intrinsic fluorescence of library compounds, ex339/em460 – biochemical, MLSMR library, data from DPM-DC assay, artefact control, profiling panel. 5.5% of 65,000 active. AID 709, 2007. compound autofluorescence, ex339/em460 nm, NADH buffer; stronger effect = higher value; 1 = no-compound wells, NADH background. fluorescence fold increase at 10 µM;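 active means at 10 µM, mean starting fluorescence two-fold or more over control wells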;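 further: signal is the first read of a kinetic run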
* marks the source's active call; other numbers are inactive results; . = not tested or not shown; [ ] = another dose, or the depositor's remark. Only part of the results is shown. The share of hits here may be higher or lower than overall.

Compound	NADH enzymes	Ecoli tolC	ROCK2 blocker	HEK293 NFkB inh	JNK3 blocker	Abs 340nm	PKA inh	MMP-13 inhibitor	Fluor 339 460
Cc1sc2nc(C(C)C)nc(SCC(=O)N3CCN(C(=O)c4ccco4)CC3)c2c1C	9%	32	-2	14	-1	1.1	2	2	0.82
COC(=O)CSc1nnc(-c2cccnc2)n1-c1cc(OC)cc(OC)c1	8%	-13	5	7	-4	0.95	0	-4	1
COc1cccc(C(=O)Nc2cccc(SC)c2)c1	9%	2	6	-19	-7	1	-1	-4	1.2
O=C(CSc1nnc(-c2cccnc2)n1-c1ccccc1)Nc1ccc2c(c1)OCO2	9%	-18	0	13	-6	1	-4	2	1.1
COC(=O)C1C2C=CC3(CN(c4ccc(Cl)c(F)c4)C(=O)C13)O2 (stereo unspecified)	4%	-12	3	-2	2	1	2	0	1.1
CC(C)C(NCc1c(Cl)cccc1Cl)C(=O)O (stereo unspecified)	5%	-6	.	13	.	0.99	-5	1	1.1
O=C(CC1SCCNC1=O)Nc1cccc(Cl)c1 (stereo unspecified)	5%	-17	7	-6	0	1	4	-1	1.1
Cc1n[nH]c(C)c1S(=O)(=O)N1CCCC(C(=O)Nc2nccs2)C1 (stereo unspecified)	6%	-13	2	10	5	0.99	6	-6	1.1
CN(C)c1ccc(NC(=O)c2ccncc2)c2ccccc12	3%	-10	13	-1	-9	0.99	9	-6	1
CC(C)Oc1ccc(C2C(C(=O)c3ccco3)=C(O)C(=O)N2CCCN(C)C)cc1 (stereo unspecified)	3%	-22	3	5	-1	1	0	-1	1
COc1cc2cc3c(N)c(C(=O)NCc4ccco4)sc3nc2cc1OC	13%	22	5	-5	-11	1.1	14	0	1.2
CCN(Cc1ccccc1)C(c1cccs1)c1nnnn1C1CCCCC1 (stereo unspecified)	8%	27	6	23	2	0.98	6	0	1
O=C(COc1ccc(S(=O)(=O)NC2CCCC2)cc1)N1CCCCCC1	2%	-1	2	6	1	1	5	2	1.1
c1ccc(-c2oc3ncnc(NCCN4CCOCC4)c3c2-c2ccccc2)cc1	5%	65*	-1	14	0	1	-6	-36	2*
N#CCCCCN1c2cccc3cccc(c23)S1(=O)=O	5%[fluoresces]	2	6	12	5	1	8	-14	3.7*
CC(=O)Nc1ccc(NC(=O)c2ccccc2F)cc1	2%	-8	-4	9	-3	0.99	-11	6	1
OCCOCCNc1ncnc2c1cnn2-c1ccccc1	2%	-9	3	.	-3	1	4	-24	1.1
CCOC(=O)c1cnc(-n2nc(C)cc2C)nc1NC	10%	56	0	6	-10	1	2	-22	1.9
CC(=O)c1cccc(NC(=O)CN2C(=O)C3C4C=CC(C4)C3C2=O)c1 (stereo unspecified)	0%	-15	4	18	-8	1	9	2	1.1
CCCc1cc(C(=O)Nc2sc(C(C)=O)c(C)c2C(=O)OCC)no1	6%	0	1	6	-2	1.1	8	0	1.7
CCCCNC(=O)NS(=O)(=O)c1ccc(C(=O)OC)o1	1%	9	0	6	-1	1.1	0	0	1.1
CCS(=O)(=O)N1CCN(S(=O)(=O)c2ccc(F)cc2)CC1	0%	-11	9	2	0	1.1	8	2	1.1
CCNC(=O)C1CC(=O)N(Cc2ccc(F)cc2)C(=Nc2ccc(OC)cc2)S1 (stereo unspecified)	5%	-1	6	0	3	0.99	3	-3	1
COC(=O)C1=C(C)N(c2ccc(S(N)(=O)=O)cc2)C(=O)C1	4%	-7	.	5	.	1.1	1	-1	1.1
Cc1ccc(CCSCC(=O)O)cn1	2%	-10	2	15	-3	0.99	3	2	1
Cc1cc2n(c1)CCn1c(C)ccc1-2	3%	7	1	12	-5	1.1	-6	0	1.4
C=Cn1c(C(=O)O)cc(CC)c1-c1ccccc1	3%	49	-5	16	-6	0.97	8	0	1.1
O=CNc1ccccc1Oc1ccccc1	6%	-17	2	18	-3	1	-1	1	1
O=C(O)CCCC(=O)Nc1c(F)c(F)c(F)c(F)c1F	6%	-2	2	11	-1	1.1	8	0	1.1
COc1ccc(C)cc1NC(=O)c1nnn(Cc2cccc(F)c2)c1N	3%	14	0	7	5	1	-3	3	1

Reprinted at random: two compounds from above, in no set order.
Compound	NADH enzymes	Ecoli tolC	ROCK2 blocker	HEK293 NFkB inh	JNK3 blocker	Abs 340nm	PKA inh	MMP-13 inhibitor	Fluor 339 460
COc1cccc(C(=O)Nc2cccc(SC)c2)c1	9%	2	6	-19	-7	1	-1	-4	1.2
N#CCCCCN1c2cccc3cccc(c23)S1(=O)=O	5%[fluoresces]	2	6	12	5	1	8	-14	3.7*

Further entries.
Compound	NADH enzymes	Ecoli tolC	ROCK2 blocker	HEK293 NFkB inh	JNK3 blocker	Abs 340nm	PKA inh	MMP-13 inhibitor	Fluor 339 460
CCOc1cc(N2CCOCC2)c(OCC)cc1NC(=O)Cc1cn2ccsc2n1	6%	-10	-1	12	-6	0.98	1	-2	1.1
Cn1c(=NC(=O)CSCC(=O)N2CCCCC2)sc2ccccc21	2%	8	.	-10	.	1.1	11	6	1.1
Cc1ccc(C)c2[nH]c(=O)c(C(c3nnnn3Cc3ccco3)N3CCc4ccccc4C3)cc12 (stereo unspecified)	5%	23	5	28	2	1	11	-2	1.3
O=C(CCCn1c(=S)[nH]c2cc3c(cc2c1=O)OCO3)N1CCN(c2ccc(F)cc2)CC1	4%	17	.	14	.	1.1	2	3	1.1
CCOc1ccc(C(=O)OCC(=O)Nc2nc(OC)cc(OC)n2)cc1OCC	10%	-17	3	14	4	1	4	2	1.1
O=C(c1cccc(S(=O)(=O)N2CCOCC2)c1)N1CCCCCC1	1%	-15	0	9	-2	1	-3	-4	1.1
Cn1c(Cn2c(=O)sc3ccccc32)nnc1SCC(=O)Nc1ccccc1F	3%	2	6	5	-2	1.1	2	2	1.1
O=C(Nc1ccccc1)c1ccc(S(=O)(=O)N2CCCC2)cc1	8%	-4	6	7	-1	0.97	11	2	1.1
COc1ccc(NC(=O)c2oc3ccccc3c2NC(=O)c2ccco2)c(OC)c1	5%[fluoresces]	-3	6	15	3	1.1	5	-3	5.1*
CCOC(=O)C(NC(=O)C1CCCN1C(=O)OCc1ccccc1)C(=O)OCC (stereo unspecified)	3%	-14	5	14	1	0.97	5	-6	1.1
CC1=C(C(=O)OCC2CCCO2)C(c2ccc(C)o2)C2=C(CC(c3ccc(F)cc3)CC2=O)N1 (stereo unspecified)	2%	22	0	-11	-9	1.1	3	2	1.2
CC1(C)CC(=O)c2sc(NC(=O)C3CC3)nc2C1	4%	-13	7	4	10	1.1	6	-8	1.2
COc1ccc(OC)c(S(=O)(=O)Nc2ccc(OCC(=O)O)cc2)c1	0%	-13	3	10	-1	1.1	10	0	1.1
COc1ccccc1CNS(=O)(=O)c1ccc2c(c1)oc(=O)n2C	1%	6	-7	13	-7	1.1	0	9	1.1
CCC(=O)NCc1nc2ccccc2n1Cc1ccccc1F	8%	6	.	7	.	1	-2	6	1.1
Cc1cc(C)cc(N(C(=O)C2CCCC2)C2C=CS(=O)(=O)C2)c1 (stereo unspecified)	3%	-20	-2	1	3	1.1	-6	6	1
CCN(CC)S(=O)(=O)c1ccc(NC2c3ncccc3C(=O)N2Cc2ccccc2)cc1 (stereo unspecified)	21%	5	-15	3	0	1.1	-2	1	1.1
CCCCOC(=O)CCc1nc2ccccc2[nH]1	0%	5	2	.	3	1	5	-2	1.1
COc1cc(C(=O)Nc2ccc3c(c2)OCCO3)c(-n2cnnn2)cc1OC	8%	-14	-4	16	0	1	6	0	1
Clc1cccc(CSc2nnc(-c3ccccn3)n2Cc2ccco2)c1	3%	100*	.	9	.	0.98	7	6	1.1
CC1(C)CC(=O)C2=C(C1)OC(N)=C(C#N)C2Cc1ccccc1 (stereo unspecified)	2%	7	-1	20	0	1	-6	-3	1.1
CCCc1cc(N2CCCC(C(=O)Nc3c(OC)cccc3OC)C2)n2ncnc2n1 (stereo unspecified)	5%	-5	.	0	.	1	8	6	1.1
CCc1ccccc1NC(=O)c1cc(-c2cccc(O)c2)on1	3%	-1	5	0	-2	1	12	-3	1.1
O=C(Cc1cccs1)Nn1c(Cc2cccs2)nc2ccccc2c1=O	4%	17	3	15	-3	0.99	9	-3	1.1
O=C(Cc1cccs1)Nc1ccc(-c2nnn(CC(=O)N3CCOCC3)n2)cc1	3%	11	0	-8	0	1	5	0	1.1
CCOc1ccc2nc(SCC(=O)N3CCCCCC3)c(C#N)cc2c1	4%	5	5	2	-3	0.97	1	-6	1.2
CC1(C)CC(=O)C2=C(C1)NC(SCC(=O)Nc1ccccc1)=C(C#N)C21CCCCC1	4%	6	5	10	4	1	1	-2	1.1
Cc1cc(C)nc(SCC(=O)N2CCC(C(N)=O)CC2)n1	5%	-21	8	21	-3	1	6	1	1.1
COc1ccccc1N1CCN(C(=O)c2cc(-c3cccc(Cl)c3)on2)CC1	5%	69*	-1	6	-11	1	-4	6	1
Cc1cc(NC(=O)CC2CCCC2)n(-c2nc3ccccc3[nH]2)n1	1%	2	5	3	-2	0.97	4	-2	1
